Compound activity deposited in PubChem BioAssay by The Scripps Research Institute Molecular Screening Center.
Fam108B counter – mouse Fam108B serine hydrolase inhibitors, primary screen, counter-screen for RBBP9 inhibitor project, biochemical, fluorescence polarization. recombinant Fam108B, FP-Rh probe fluorescence polarization. inhibition, % at 9.51 µM. actives 0.33% (n = 300,000). AID 1947, 2009;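 active = inhibition above the screen mean inhibition plus 3 SD, computed separately per campaign, cut at about 18% in these data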;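 also: inhibitors lower polarization as less probe binds the enzyme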
PAFAH2 FP inh – PAFAH2 enzyme inhibitors, primary screen, biochemical, fluorescence polarization, human | Platelet-activating factor acetylhydrolase 2, cytoplasmic (Homo sapiens), Q99487 | recombinant PAFAH2, FP-rhodamine activity probe | inhibition, % at 3.39 µM | actives 0.99% (n = 340,000);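 active = inhibition above the mean over all tested compounds plus 3 SD, cut at about 30% in these data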;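 also: inhibitors block probe labeling of enzyme so polarization drops; 0% = enzyme with DMSO and 100% = wells lacking PAFAH2 protein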
PAD4 FP inh – human PAD4 inhibitors, primary screen, biochemical, fluorescence polarization, 1536-well format; actives 0.41% (n = 330,000); Protein-arginine deiminase type-4 (Homo sapiens), Q9UM07; AID 485272, 2010; inhibition, % at 6.36 µM; recombinant PAD4, RCA probe fluorescence polarization;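 active = percent inhibition above a cutoff equal to the mean of all tested compounds plus 3 SD, cut at about 15% in these data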;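 also: 0% = PAD4 with RCA probe and DMSO and 100% = probe without PAD4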
pPAFAH FP inh – pPAFAH enzyme inhibitors, primary screen, biochemical, fluorescence polarization, human; Platelet-activating factor acetylhydrolase (Homo sapiens), Q13093; recombinant pPAFAH, FP-rhodamine probe fluorescence polarization; AID 463082, 2010; inhibition, % at 3.39 µM; actives 1.5% (n = 330,000);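 active = inhibition above the mean inhibition across the screen plus 3 SD, cut at about 25% in these data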;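 also: inhibitors block binding of the rhodamine activity-based probe so polarization drops; 0% = enzyme with DMSO and 100% = wells lacking pPAFAH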
PAFAH1B2 inh – PAFAH1B2 enzyme inhibitors, primary screen, biochemical, fluorescence polarization, human; Platelet-activating factor acetylhydrolase IB subunit alpha2 (Homo sapiens), P68402; recombinant PAFAH1B2, FP-rhodamine activity probe; inhibition, % at 3.39 µM; actives 1.2% (n = 340,000); AID 492953, 2010;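 active = inhibition above the mean of all tested compounds plus 3 SD, cut at about 24% in these data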;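 also: 0% = enzyme with DMSO and 100% = wells lacking PAFAH1B2; many of its hits are not listed in these tables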
Target sequence (P68402 whole entry, looked up): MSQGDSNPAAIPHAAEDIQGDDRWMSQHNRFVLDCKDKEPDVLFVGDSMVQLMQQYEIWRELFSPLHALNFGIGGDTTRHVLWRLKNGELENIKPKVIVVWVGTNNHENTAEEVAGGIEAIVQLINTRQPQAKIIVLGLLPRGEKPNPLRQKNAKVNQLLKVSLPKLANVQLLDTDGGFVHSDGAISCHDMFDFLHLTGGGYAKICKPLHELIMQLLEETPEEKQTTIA
GSTO1 counter – inhibitors of recombinant GSTO1, primary screen, counter-screen for RBBP9 inhibitor project, biochemical, fluorescence polarization. actives 1.1% (n = 300,000). inhibition, % at 5.96 µM. activity-based probe fluorescence polarization;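 active = inhibition above the campaign mean inhibition plus 3 SD, cut at about 35% in these data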;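 also: 0% = GSTO1-1 with DMSO and 100% = wells lacking GSTO1-1 enzyme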
Target sequence (P78417 whole entry, looked up): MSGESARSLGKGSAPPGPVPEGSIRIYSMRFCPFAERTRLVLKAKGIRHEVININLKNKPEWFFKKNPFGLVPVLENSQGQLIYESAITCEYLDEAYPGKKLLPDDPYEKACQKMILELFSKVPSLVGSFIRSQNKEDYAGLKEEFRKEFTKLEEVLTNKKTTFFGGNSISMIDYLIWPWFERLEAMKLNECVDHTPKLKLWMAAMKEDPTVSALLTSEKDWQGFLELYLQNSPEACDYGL
LYPLA1 inh – LYPLA1 inhibitors, primary screen, counter-screen for PME1 inhibitor project, biochemical, fluorescence polarization, FP-Rh probe ABPP. Acyl-protein thioesterase 1 (Homo sapiens), O75608. recombinant LYPLA1. inhibition, % at 5.9 µM. actives 0.16% (n = 320,000). AID 2174, 2009;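 active = inhibition above the mean of all tested compounds plus 3 SD, set per campaign, cut at about 14% in these data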;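 also: inhibitors block serine hydrolase probe labeling of LYPLA1 so polarization falls; 0% = enzyme with DMSO and 100% = wells lacking LYPLA1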
Target sequence (O75608 whole entry, looked up): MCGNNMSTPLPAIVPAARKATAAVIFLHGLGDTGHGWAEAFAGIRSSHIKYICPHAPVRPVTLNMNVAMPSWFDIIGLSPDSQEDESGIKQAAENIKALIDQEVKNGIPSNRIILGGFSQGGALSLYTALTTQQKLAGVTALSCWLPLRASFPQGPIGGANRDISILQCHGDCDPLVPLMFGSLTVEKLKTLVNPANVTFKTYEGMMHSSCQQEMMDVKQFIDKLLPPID
PME-1 inh – PME-1 inhibitors via competitive probe labeling, primary screen, biochemical, fluorescence polarization, FP-Rh probe, HTS; recombinant PME-1; inhibition, % at 5.9 µM; actives 0.53% (n = 320,000);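 active = inhibition above the campaign mean of all compounds plus 3 SD, cut at about 26% in these data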;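 also: competitive labeling of PME-1 active site by serine hydrolase directed probe; 0% = PME-1 with DMSO and 100% = wells lacking PME-1 enzyme; inhibitors block probe labeling so polarization falls and inhibition rises; many of its hits are not listed in these tables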
PAFAH1B3 FP inh – PAFAH1B3 enzyme inhibitors, primary screen, biochemical, fluorescence polarization, human | recombinant PAFAH1B3, FP-rhodamine probe | inhibition, % at 3.39 µM | actives 0.28% (n = 340,000) | AID 492972, 2010;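 active = inhibition above the screen-wide average of all tested compounds plus 3 SD, cut at about 25% in these data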;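 also: 0% = enzyme with DMSO only and 100% = wells lacking PAFAH1B3 protein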
* = called active by the depositor; . = not tested or not shown.

SMILES	Fam108B counter	PAFAH2 FP inh	PAD4 FP inh	pPAFAH FP inh	PAFAH1B2 inh	GSTO1 counter	LYPLA1 inh	PME-1 inh	PAFAH1B3 FP inh
COc1cc2c(cc1OC)CN(C(=O)CN(C)S(=O)(=O)c1ccc(NC(C)=O)cc1)CC2	0	8	-2	0	-4	7	4	2	-4
Cc1ccccc1OCC(=O)Nc1c2c(nn1C(C)(C)C)CS(=O)(=O)C2	-1	-6	3	1	3	-3	6	5	-9
Clc1ccc(-c2nnc(-c3ccccc3)c(N3CCSCC3)n2)cc1	-2	-7	-2	8	9	7	-2	-4	-3
CN(C(=O)CN1CCN(c2cnn(-c3ccccc3)c(=O)c2Cl)CC1)C1CCS(=O)(=O)C1 (centres undefined)	.	6	-3	1	0	.	1	0	3
C/C(=N\NC(=O)c1cccnc1)c1ccc(Br)cc1	7	3	-2	2	5	5	2	2	6
COc1cccc(NC(=O)Cn2c(=O)n(CC3CCCO3)c(=O)c3ccccc32)c1 (centres undefined)	-3	3	-2	0	5	-2	1	3	5
CCN(CC(=O)Nc1ccccc1C(F)(F)F)C(=O)/C=C/c1ccc(Cl)c([N+](=O)[O-])c1	-4	-1	-4	-1	2	6	1	2	3
CCN(CC(=O)NC(=O)NCc1ccccc1)CC(=O)Nc1cc(Cl)ccc1C	.	-3	3	-2	5	.	-1	18	3
O=C1NC2=C(CCc3ccccc32)C(c2ccccc2)N1 (centres undefined)	11	-3	27*	2	-3	32	0	-15	3
O=C(O)c1ccc(Cl)c(S(=O)(=O)N(Cc2ccccc2)c2ccc(Cl)cc2)c1	-3	15	-1	-3	21	-12	-7	-2	2
O=C(CSc1nc2ccccc2c(=O)n1Cc1ccc(C(=O)NC2CC2)cc1)NCc1ccco1	-4	1	-2	3	6	-1	-2	-2	10
Cc1ccc(N(C(=O)CNC(=O)c2ccco2)C(C(=O)NC2CCCCC2)c2cccnc2)cc1 (centres undefined)	-3	0	2	1	4	8	-6	2	6
Cc1nn(C)c(C)c1CN(Cc1nc(-c2cc(F)ccc2F)oc1C)C1CC1	-3	8	-1	3	1	-4	2	-3	4
CCOC(=O)C1CCN(C(=O)COC(=O)c2ccc(=O)n(Cc3ccccc3)n2)CC1	-1	3	0	9	1	-6	3	8	0
O=C(Nc1cccc(C(F)(F)F)c1)C1CCN(S(=O)(=O)c2cnc[nH]2)CC1	0	0	4	4	5	-1	-1	-1	-4
CC(C)CCNC(=O)c1cccc(Cl)c1	1	1	2	2	3	7	-2	-2	5
Cc1ccccc1NC(=O)N1CCCC1C(=O)NCc1ccccc1 (centres undefined)	3	2	-6	3	4	-2	-1	0	2
CCN(CC)c1ccc2cc(S(=O)(=O)c3ccc(Cl)cc3)c(=O)oc2c1	-2	-12	1	0	3	11	0	-5	3
O=c1cc(-c2ccccc2)nc(SCc2ccccc2F)[nH]1	-1	9	-4	11	4	-4	-1	3	1
O=C(NC1CC1)c1ccc(-n2cccc2)cc1	7	-3	-2	-4	-1	5	4	1	2
CSc1nc2ccc(NC(=O)c3ccco3)cc2s1	1	6	-1	0	0	-8	-4	3	1
COc1ccc(-n2nc(C(=O)NCC3CCCO3)c3ccccc3c2=O)cc1 (centres undefined)	1	7	-3	1	0	14	1	-3	9
COCCN(C(=O)c1snc(C(N)=O)c1N)C(C(=O)NC1CCCCC1)c1ccc(N(C)C)cc1 (centres undefined)	0	-10	-3	13	-1	-4	2	0	4
Cc1cccn2c(=O)nc(SCC(=O)NCc3ccco3)nc12	1	2	0	4	2	5	-2	2	-2
CCOc1cccc(/C=N/NC(=O)CC2C(=O)NN=C2C)c1O (centres undefined)	1	6	-5	6	2	0	-1	-5	12
Brc1ccccc1-c1ccccc1	.	4	-2	-2	1	.	1	-3	4
Cc1ccc(NC(=O)CN(C)S(=O)(=O)c2cccc3cccnc23)cc1F	-2	-4	-5	-1	-3	-2	1	5	7
Cc1cc(C)nc(N2CCC(C(=O)Nc3ccc4c(c3)CCC4)CC2)n1	-1	1	0	1	4	-7	0	-1	9
COC(=O)c1sccc1NC(=O)CSc1cccc(Cl)c1Cl	-1	-1	-7	-11	3	-2	-3	-1	5
CCN(CC(=O)NCc1cccs1)S(=O)(=O)c1cccc(Br)c1	.	2	3	4	1	.	-1	5	-3
O=C(NCc1ccc(F)cc1)c1cnc2n(c1=O)CCS2	0	-2	6	-8	0	-1	3	-8	2
NC(=O)c1cc[n+](CC(=O)c2ccc(NC(=O)c3ccccc3)cc2)cc1	0	0	2	3	4	-8	-1	1	0
CN(C)S(=O)(=O)c1cccc(NC(=S)Nc2ccc3cn[nH]c3c2)c1	3	4	-4	-2	-2	4	-3	2	8
Cc1ccc(NC(=O)c2ccccc2NC(=O)Cc2ccccc2)cc1	0	-3	4	10	10	-2	-3	0	11
CC(=O)Nc1ccc(NS(=O)(=O)c2ccc3c(c2)NC(=O)CC(=O)N3)cc1	1	7	-3	3	-4	10	0	6	4
COC(=O)c1c(NC(=O)Cn2cc([N+](=O)[O-])cn2)sc2c1CCC2	-2	-5	-4	2	-1	2	-3	-3	4
Cc1ccc(-n2nc3c(=O)n(CCCC(=O)NCc4cccc(Cl)c4)nc(C)c3c2C)cc1	-1	7	6	7	2	2	4	1	6
O=S(=O)(c1ccc(Cl)cc1)N1c2ccccc2Oc2nc3ccccc3nc21	-2	-3	0	8	5	-4	0	-2	8
COc1ccc(N2C(=O)C3CCCN3C2c2cccc(C)c2)cc1Cl (centres undefined)	1	-7	-1	-1	0	1	-2	-2	3
COc1ccccc1NS(=O)(=O)c1cc(C(=O)NCc2ccncc2)ccc1C	-4	9	-3	0	6	3	-1	-2	2
CCSc1nnc(NC(=O)CC)s1	2	5	0	1	-5	6	2	-1	-9
CCOc1ccc(NC(=O)CSc2nncc(=O)n2N)cc1	-3	-3	15*	3	7	18	0	-1	10
COc1ccccc1N(C)S(=O)(=O)c1ccc(C(=O)Nc2ccc(C(N)=O)cc2)cc1	.	0	-7	-13	0	.	.	.	-3
O=C(COc1ccc(Cl)cc1)NNC(=O)c1ccc2c(=O)n3c(nc2c1)CCC3	1	4	4	4	7	3	-4	1	7
Cc1cc(S(=O)(=O)Nc2ccc(C(=O)N3CCN(C(=O)c4ccco4)CC3)cc2)ccc1F	7	1	-1	3	3	-5	1	2	6
Cc1cc(Nc2ccccc2)n(C(=O)c2ccc(Cl)cc2)n1	-5	0	2	1	-1	-9	2	-2	7
Cc1ccc(C(=O)NCC(C)(C)N2CCOCC2)s1	1	1	-2	3	2	4	-3	1	2
CCOc1ccc(CCNC(=O)CCc2c(C)nc3ncnn3c2C)cc1OCC	-3	-1	-3	1	-1	4	2	1	7
COc1cc(/C=C/C(=O)OC(C)C(=O)Nc2ccc(Cl)cn2)ccc1OC(F)F (centres undefined)	.	3	2	4	3	.	.	.	6
O=C(NCCC1CC1(Cl)Cl)c1ccc([N+](=O)[O-])cc1 (centres undefined)	2	-1	-2	5	7	0	1	2	15
CCOc1ccc(S(=O)(=O)N2CCN(C)CC2)c(C)c1C	3	2	-5	0	-6	-1	2	-1	3
O=C(CS(=O)(=O)c1c[nH]c2ccccc12)N1CCCCC1	1	-5	-5	3	8	-2	-6	-6	0
CC1=CCC(C(=O)O)(C(=O)N/N=C/c2cccs2)C(c2ccc(Cl)cc2)C1 (centres undefined)	-3	3	-5	-2	4	2	0	3	7
Cc1cc(C(F)(F)F)c(C#N)c(SCC(=O)Nc2nc3ccccc3s2)n1	-8	-13	-8	5	-1	4	-10	8	1
O=C(C[n+]1cnn(CC(=O)c2ccc(Cl)cc2Cl)c1)c1ccc([N+](=O)[O-])cc1	4	-6	-1	25*	-2	7	5	9	7
NC1=NS(=O)(=O)NC1c1ccc(Br)cc1 (centres undefined)	5	5	0	4	6	5	3	5	4
CCN=C1S/C(=C\c2ccc(-c3cccc(C(=O)O)c3)o2)C(=O)N1CC	-5	2	-8	3	7	-1	-2	-10	8
O=C(C[n+]1ccccc1)N1c2ccccc2Sc2ccccc21	-6	-4	-5	1	3	16	1	-2	8
CCCCCc1nnc(NC(=O)CN2C(=O)C3CCCCC3C2=O)s1 (centres undefined)	3	-10	-2	1	0	2	1	2	0
COc1cccc(OC)c1OCCCc1c(C)n[nH]c1C	-1	-5	-1	0	-3	4	-4	0	2
CCOC(=O)c1c(C)[nH]c(C)c1C(=O)CSc1nc2ccccc2c(=O)n1-c1ccccc1C	-1	0	-1	6	7	-6	-1	-2	6
COC(=O)[C@]1(S(=O)(=O)c2ccccc2)C[C@@H]2ON=C(c3ccc(OC)cc3)[C@@H]2C1	5	-6	-3	8	4	6	-2	-6	-5

A portion of the library. The share of hits here may be higher or lower than overall.
